PTAP TSG101 blk: qHTS Assay for Iinhibitors of HIV-1 Budding by Blocking the Interaction of PTAP/TSG101. Potency, µM (doses to about 115 µM), for the others: top-dose activity change, negative = inhibition, actives largely listed as inhibitors. Tumor susceptibility gene 101 protein (Homo sapiens), Q99816. AID 493005, 2010. 340,000 tested, under 10 active. Fluorescence polarization, FITC-PTAP peptide / Tsg101 binding; active = well fitted inhibition curve with a large enough effect in the main read-out, with a control signal flat, not every such curve was filed as active; inconclusive = small, poorly fitted or top-dose-only effect, or effect the other way, or a change in a side signal; inactive = no such curve, though single readings can be large or run the other way; note: potency is the fitted concentration of half-maximal effect; % of control where 0% means no effect
Target sequence (Q99816 whole entry, looked up): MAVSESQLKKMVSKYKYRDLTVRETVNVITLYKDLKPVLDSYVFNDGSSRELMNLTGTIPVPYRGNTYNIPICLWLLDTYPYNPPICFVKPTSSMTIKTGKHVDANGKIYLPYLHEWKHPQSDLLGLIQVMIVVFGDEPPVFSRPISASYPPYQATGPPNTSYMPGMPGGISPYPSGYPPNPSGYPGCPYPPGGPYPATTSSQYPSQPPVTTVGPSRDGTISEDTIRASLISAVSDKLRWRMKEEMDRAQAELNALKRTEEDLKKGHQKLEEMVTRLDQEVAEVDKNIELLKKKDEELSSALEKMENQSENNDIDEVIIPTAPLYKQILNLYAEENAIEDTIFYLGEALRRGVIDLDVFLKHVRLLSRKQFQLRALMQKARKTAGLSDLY
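Compounds were pin-transferred onto Tsg101 binding domain (10 uM final) in HEPES pH 7.5 buffer, then FITC-PTAP peptide was added at 50 nM final. After 20 min at RT, polarization reported peptide displacement across a qHTS concentration series.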
Tb PFK block: qHTS Assay to Find Inhibitors of T. brucei phosphofructokinase; hit rate 0.17% among 330,000; ATP-dependent 6-phosphofructokinase (Trypanosoma brucei brucei), O15648; Potency, µM (series often up to 57.5 µM), inactives show top-dose activity, negative = inhibition, most hits filed as inhibitors; T. brucei PFK, ADP-Glo luminescence;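 note: potency is the fitted concentration of half-maximal effect; 0% = uninhibited 1x PFK enzyme wells and -100% = no-enzyme wells; nearly all actives have a fitted effect of over 60% in size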
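In TEA buffer at pH 8.0 with 5 mM MgCl2, enzyme (1.25 nM) converted F6P (0.5 mM) and ATP (0.1 mM) for 45 min at room temperature. ADP product was read by luciferase luminescence.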
A-T KAP1 phos: qHTS Assay for Identifying a Potential Treatment of Ataxia-Telangiectasia | […] A-T fibroblasts, KAP-1 phosphorylation AlphaLISA; neocarzinostatin DNA damage 30 min before lysis | Potency, µM (highest dose often 57.5 µM), without a hit: top-dose activation, most hits filed as activators | hit rate 0.19% among 320,000 | AID 485349, 2010; note: potency is the fitted concentration of half-maximal effect; % of control where 0% means no effect; nearly all actives have a fitted effect of over 45% in size
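ATM-like activity read as KAP-1 phosphorylation via AlphaLISA donor/acceptor antibody pairs after lysis and 6 hr at 25C. Cells were ATM-null patient fibroblasts ([…], hTERT), dosed 60 min, then exposed to the DSB inducer NCS for 30 min.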
TSHR antagonist: Antagonists of the Thyroid Stimulating Hormone Receptor: HTS campaign | activity change, negative = inhibition, % at 11.5 µM | AID 504810, 2011 | hit rate 0.2% among 330,000 | TSHR-expressing cells, TSH-stimulated cAMP HTRF, 2 h; hits give low values | Thyrotropin receptor (Homo sapiens), P16473;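 active = activity change below a set negative limit, meaning inhibition stronger than a set level, cut at about -70% in these data; inconclusive = activity change between two set negative limits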; note: % is set by controls: 0 for no effect and ±100 for the full control effect
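Read-out is FRET at 665 nm (cryptate excitation 337 nm) from a cryptate-tagged anti-cAMP antibody, competed by cell cAMP against cAMP-d2. Compounds are tested on freshly harvested TSHR cells challenged with 4nM TSH (EC80) for 2 hours at 37 deg C.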
TCR activator: Activators of T cell receptors: qHTS campaign. primary human leukocytes, anti-CD3, IL-2 HTRF, 48 h. Potency, µM (doses to about 9.22 µM), without a hit: at the highest dose activation of IL-2 secretion, hits mostly activators. 330,000 tested, under 10 active; note: % of control where 0% means no effect
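Activity was scored as IL-2 release from primary human leukocytes given only a TCR signal (a-CD3 beads) plus compound for 48 hr. Detection used a two-antibody HTRF format read at 665nm.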
Integrin act MD: qHTS for Activators of Integrin-Mediated Alleviation for Muscular Dystrophy | hit rate 0.064% among 350,000 | alpha7betagal myoblasts, beta-gal FDG fluorescence, 48 h | Potency, µM (top dose mostly 38.3 µM), without a hit: at the highest dose activation, usual class: activators;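 note: potency is the fitted concentration of half-maximal effect; 100% = response of the positive control SU9516; nearly all actives have a fitted effect of over 60% in size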
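alpha7betagal+/- myoblasts (passage 13, 250/well) treated 48 h at 37C with compounds at 1:260 dilution of DMSO stock. Lysed, then beta-galactosidase activity read as FDG fluorescence (ex 480/em 540) after 30 min, with pre-read for autofluorescence.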
ELG1 repair inh: qHTS screen for small molecules that inhibit ELG1-dependent DNA repair in human embryonic kidney (HEK293T) cells expressing luciferase-tagged ELG1 | hit rate 2.3% among 330,000 | Potency, µM (doses to about 46.1 µM), without a hit: top-dose activity change, negative = inhibition, hits mostly inhibitors | HEK293T ELG1-luciferase reporter, luminescence, 16 h; DNA damage induced by 5-fluorouridine; note: potency is the fitted concentration of half-maximal effect; % is set by controls: 0 for no effect and ±100 for the full control effect; nearly all actives have a fitted effect of over 55% in size
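DMSO vehicle served as the neutral condition. Each well held 2,000 cells given 5-fluorouridine plus compound; after 16 hr at 37 °C/5% CO2, ONE-Glo was added and luciferase measured 30 min later.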
Chronic BCR inh: qHTS Assay to Find Inhibitors of Chronic Active B-Cell Receptor Signaling | ABC-DLBCL IkBa-CBG/CBR reporter, luminescence ratio, 4 h | Potency, µM (series often up to 46.1 µM), without a hit: at the highest dose ratio change, negative = lower green/red ratio, most hits filed as inhibitors | hit rate 0.05% among 340,000 | AID 493014, 2011; active = well fitted inhibition curve with a large enough effect in the signal ratio, with a control signal flat, not every such curve was filed as active; inconclusive = small, poorly fitted or top-dose-only effect, or effect the other way, or a change in a side signal; the % refers to the signal ratio;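 note: potency is the fitted concentration of half-maximal effect; plate controls were basal doxycycline-induced cells for no effect and cells given 10 µM MG132 for full effect; MG132 reads +100%, hits lower the ratio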
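Concentration-response series (up to 46 uM) were applied to TMD8 dual-reporter cells for 4 h at 37C with doxycycline. Green/red ratio, after filter-overlap correction, defined %Activity; red signal alone was normalised to basal cells and zero luminescence.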
Eya2 phos inh: qHTS Assay for Inhibitors of the Phosphatase Activity of Eya2; Potency, µM (highest dose often 76.9 µM), for inactives: top-dose activity, negative = inhibition, most hits filed as inhibitors; recombinant Eya2, OMFP fluorescence dephosphorylation (OMFP is methylfluorescein phosphate); hit rate 0.006% among 330,000; Protein phosphatase EYA2 (Homo sapiens), O00167; note: potency is the fitted concentration of half-maximal effect; % is set by controls: 0 for no effect and ±100 for the full control effect
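Eya2 protein (added as 0.2 uM solution) was preincubated with compound for 10 min at ambient temperature in 50 mM HEPES pH 7.5, 50 mM NaCl, 5 uM MgCl2, 0.05% BSA, 1 mM DTT. OMFP (added at 50 uM) then reacted 10 min; fluorescence read at 485/525 nm.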
Mito fusion act: qHTS Assay for Small Molecule Inhibitors of Mitochondrial Division or Activators of Mitochondrial Fusion; S. cerevisiae fusion-defective mutant growth rescue, CellTiterGlo 48 h; Potency, µM (doses to about 46.1 µM), for the others: top-dose growth rescue (activation), most hits filed as activators; hit rate 0.23% among 320,000; AID 485298, 2010;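 note: potency is the fitted concentration of half-maximal effect; % of control where 0% means no effect; nearly all actives have a fitted effect of over 45% in size; temperature-sensitive fusion mutants such as fzo1-1 at 37 °C on non-fermentable ethanol glycerol medium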
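Yeast fusion mutant, YPEG (non-fermentable carbon), compound, 48 h at 37C non-permissive; CellTiterGlo added, 10 min RT, luminescence read. Rescued growth = division inhibition.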
S-ASM inh: Inhibitors of Secretory Acid Sphingomyelinase (S-ASM): qHTS | placental ASM, HMU-PC fluorogenic substrate, 60 min | Potency, µM (doses to about 57.5 µM), for the others: top-dose activity change, negative = inhibition, actives largely listed as inhibitors | hit rate 0.006% among 340,000; note: potency is the fitted concentration of half-maximal effect
Target sequence (P17405 47-631 limits assumed): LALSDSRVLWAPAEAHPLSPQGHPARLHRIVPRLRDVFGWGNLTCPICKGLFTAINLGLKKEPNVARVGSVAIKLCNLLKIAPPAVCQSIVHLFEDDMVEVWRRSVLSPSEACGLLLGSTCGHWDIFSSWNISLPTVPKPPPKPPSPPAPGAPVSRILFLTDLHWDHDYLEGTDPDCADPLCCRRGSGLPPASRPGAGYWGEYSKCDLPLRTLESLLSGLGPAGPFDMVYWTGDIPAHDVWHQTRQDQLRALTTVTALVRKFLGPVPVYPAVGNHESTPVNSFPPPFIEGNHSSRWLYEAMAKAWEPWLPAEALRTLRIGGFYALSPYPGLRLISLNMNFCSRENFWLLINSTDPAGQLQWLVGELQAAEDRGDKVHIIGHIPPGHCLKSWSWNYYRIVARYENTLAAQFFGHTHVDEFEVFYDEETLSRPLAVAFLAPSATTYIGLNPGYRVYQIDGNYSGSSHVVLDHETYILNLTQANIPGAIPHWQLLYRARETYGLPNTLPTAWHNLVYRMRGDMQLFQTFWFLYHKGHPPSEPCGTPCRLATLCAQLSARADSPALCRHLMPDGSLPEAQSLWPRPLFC
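Fluorescence read-out (Ex 386 nm, Em 447 nm) after stopping the reaction at pH 10. Enzyme: ASM from human placenta; substrate HMU-PC0, 9 uM final; 60 min, 37 °C. Compound preincubation 10 min, ambient temperature.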
The depositor's hits bear a star; ? = inconclusive; · = not tested or not shown; [ ] = another dose, or the depositor's remark. Unless noted, calls come from the whole dose curve; as a rule, active = well fitted curve in the direction sought with a large enough effect; inconclusive = small, poorly fitted or top-dose-only effect, or another doubt; inactive = no such curve, though single readings can be large; an effect the other way counts as inactive or inconclusive.

SMILES | PTAP TSG101 blk | Tb PFK block | A-T KAP1 phos | TSHR antagonist | TCR activator | Integrin act MD | ELG1 repair inh | Chronic BCR inh | Eya2 phos inh | Mito fusion act | S-ASM inh
[O-]/C(=C(\C(=S)Nc1ccc(Cl)cc1)[n+]1ccccc1)c1ccc(OC(F)F)cc1 | -5% | 0% | -3% | 9 | -2% | ? | ? | ? | 1% | 19% | -1%
O=C(O)Cc1sc(-c2cccnc2)nc1-c1ccc(Br)cc1 | -2% | 8% | -2% | 3 | 11% | -13% | 7% | ? | -15% | 15% | 2%
CN(Cc1ccccc1)C(=O)c1cc2ccccc2o1 | -6% | 1% | · | 2 | -1% | -16% | ? | 26% | -14% | 0% | 0%
Cc1cccc(C)c1NC(=S)N(CCN1CCCCCC1)Cc1ccco1 | -1% | -5% | -3% | 7 | 4% | -39% | 2% | ? | 3% | 7% | 1%
COCCn1nnnc1C(c1cccc(OC)c1OC)N1CCN(C2CCCCC2)CC1 (stereo not drawn) | -8% | -2% | 0% | -5 | 5% | 13% | 0% | 5% | 3% | 0% | 1%
Cc1ccc(-c2nc3ccccc3nc2-c2ccccc2)cc1 | 0% | 0% | 15% | -4 | 4% | 36% | -11% | ? | -15% | -7% | -9%
CCN(CC)C(=O)Cn1cnc2sc(C)c(S(=O)(=O)N3CCC(C)CC3)c2c1=O | -1% | -6% | 3% | 4 | -7% | 55% | -2% | 6% | -2% | -2% | 0%
O=C1CC(N2CCN(Cc3ccc4c(c3)OCO4)CC2)C(=O)N1c1cccc(Cl)c1 (stereo not drawn) | -13% | -6% | 4% | 12 | 2% | -3% | 4% | -12% | 5% | -3% | 0%
CCOc1ccc(-c2nnc(Nc3ccc(OC)c(C(=O)N4CCCCC4)c3)c3ccccc23)cc1 | -2% | 0% | -4% | -3 | 6%[46.1 µM] | -8% | ? | 0% | -5% | 0% | ?
O=C(N=NC(=O)c1ccco1)c1ccc2c(O)n(N3C(=O)c4ccccc4C3=O)c(O)c2c1 | -3% | 9% | 13% | 3 | -1% | -12% | -1% | 2% | -2% | -3% | 1%
O=S(=O)(c1ccccc1)c1nc(-c2ccccc2Cl)oc1NCCCN1CCOCC1 | 0% | 8% | 12% | 8 | 6% | 12% | ? | ? | -11% | · | -5%
O=C(NNC(=S)NC(=O)c1cccs1)c1cccnc1 | -3% | -2% | -1% | -1 | 2% | 10% | -23% | ? | -4% | -5% | 3%
CC(=NC(C)C)C1=C(O)C(C)OC1=O (stereo not drawn) | 2% | 2% | 16% | -5 | 7%[46.1 µM] | 21% | 0% | -7% | -14% | 3% | 4%
Cc1c(C#N)c2ncn(Cc3ccccc3)c(=O)c2n1-c1ccccc1 | 1% | 4% | 5% | 1 | 5% | -19% | -18% | ? | -7% | -3% | 0%
CCSc1nnc(COc2ccccc2)n1CC | -1% | 0% | -1% | -1 | 6% | -14% | 10% | 1% | -8% | 5% | 7%
Cc1cccc(NC(=O)CN2C(=O)N/C(=C/c3ccc(C)s3)C2=O)c1 | ? | -6% | -1% | -7 | -3%[46.1 µM] | 10% | ? | -4% | 5% | -1% | 3%
CCOCCN1CCN(C(=O)CN2CCCC2=O)CC1 | 1% | 1% | -3% | 9 | 8%[46.1 µM] | 14% | 10% | 0% | -5% | -3% | 3%
COc1ccc(CN2CCC(n3nccc3NC(=O)CCCc3ccccc3)CC2)cc1C | -4% | -8% | 2% | -7 | 1% | -43%[inhibitor] | 18% | 0% | 6% | 2% | -1%
COc1cccc(NC(=O)N2CCCC2C(=O)NC2CCCCC2)c1 (stereo not drawn) | -3% | 0% | 6% | -12 | 2% | -11% | -1% | -3% | 5% | 0% | 4%
C/C(CC(=O)Nc1ccc2ccccc2c1)=N\NC(=O)c1cnccn1 | -4% | -3% | -2% | 8 | -4%[46.1 µM] | -12% | ? | ? | -6% | -3% | -1%
Cc1oc(-c2ccc(Cl)cc2)nc1CN1CCCC(C(=O)NCCCN2CCCC2=O)C1 (stereo not drawn) | -4% | 2% | 22% | 4 | 11% | 0% | ? | 9% | -1% | 1% | 4%
Cc1cc(C)c(S(=O)(=O)N2CCN(c3ccccn3)CC2)c(C)c1 | -5% | 9% | 3% | -6 | 1% | -15% | 0% | -1% | 1% | ? | -3%
Cc1cc(C)c(OCCN(C)Cc2ccccc2)c(Br)c1 | -3% | 0% | 2% | -7 | -1% | -22% | 0% | ? | 2% | 3% | 3%
CCCn1cc(CN2CCC(C(=O)Nc3cccc(-c4cscn4)c3)CC2)c(C)n1 | -5% | 0% | 1% | 14 | -5% | -26% | 1% | 0% | -2% | -4% | -1%
CCc1nnc(NC(=O)Cn2nc(-c3ccccc3OC)ccc2=O)s1 | 0% | -1% | 1% | 5 | 2% | -5%[7.66 µM] | 0% | -1% | -2% | 3% | 3%

Part of the list above, set out differently:
Sequence of screens: PTAP TSG101 blk, Tb PFK block, A-T KAP1 phos, TSHR antagonist, TCR activator, Integrin act MD, ELG1 repair inh, Chronic BCR inh, Eya2 phos inh, Mito fusion act, S-ASM inh
COCCn1nnnc1C(c1cccc(OC)c1OC)N1CCN(C2CCCCC2)CC1 (stereo not drawn)
    -8%, -2%, 0%, -5, 5%, 13%, 0%, 5%, 3%, 0%, 1%
Cc1ccc(-c2nc3ccccc3nc2-c2ccccc2)cc1
    0%, 0%, 15%, -4, 4%, 36%, -11%, ?, -15%, -7%, -9%

4 compounds from above, reduced to Chronic BCR inh.
mol,Chronic BCR inh
COc1cccc(NC(=O)N2CCCC2C(=O)NC2CCCCC2)c1 (stereo not drawn),-3%
C/C(CC(=O)Nc1ccc2ccccc2c1)=N\NC(=O)c1cnccn1,?
Cc1oc(-c2ccc(Cl)cc2)nc1CN1CCCC(C(=O)NCCCN2CCCC2=O)C1 (stereo not drawn),9%
Cc1cc(C)c(S(=O)(=O)N2CCN(c3ccccn3)CC2)c(C)c1,-1%

Other entries follow.
SMILES | PTAP TSG101 blk | Tb PFK block | A-T KAP1 phos | TSHR antagonist | TCR activator | Integrin act MD | ELG1 repair inh | Chronic BCR inh | Eya2 phos inh | Mito fusion act | S-ASM inh
COCC(C)NCc1cccc2ccccc12 (stereo not drawn) | -9% | -10% | 0% | 10 | -1% | -17% | 9% | 2% | 3% | 2% | -4%
O=C(COC(=O)[C@@H]1CCCN1S(=O)(=O)c1ccc(Cl)cc1)NC12CC3CC(CC(C3)C1)C2 | -3% | 9% | 2% | 1 | 3%[46.1 µM] | -15% | 14% | -2% | -6% | 19% | -4%
O=c1[nH]cnc2ccsc12 | 0% | 1% | 18% | 5 | -2% | 2% | -8% | 0% | 0% | 4% | -4%
O=C(Nc1nc(-c2ccccc2)cs1)C1CCCCN1S(=O)(=O)c1ccc(Cl)cc1 (stereo not drawn) | -3% | 0% | -1% | 5 | 1% | -51%[inhibitor] | ? | 21% | -28% | 18µM* | -8%
Cc1ccc(C)c(S(=O)(=O)Nc2cc3c4c(c2)CC(=O)N4CCC3)c1 | -2% | 12% | 2% | 25 | -5% | 14% | 4% | 7% | 15% | 25% | 2%
Cc1cccc(NC(=O)NNC(=O)c2ccccn2)c1 | -5% | 9% | 0% | · | -4% | -16% | 0% | -1% | 5% | · | -3%
COc1ccc(C(=O)Nc2nc3ccccc3[nH]2)cc1 | 1% | -13% | -1% | -1 | 21% | 0% | ? | ? | 5% | -16% | -4%
